Source: PubChem
Giardia kill: kills Giardia lamblia | activity change, % at 7.66 µM, hits read low | actives 0.15% (n = 340,000) | Giardia lamblia trophozoite viability; in the data active means activity change below about -80%; inconclusive means between about -30% and that limit;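 further: parasites exposed to compound for two days anaerobically before the ATP read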
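Trophozoites 100 cells/well + cpd; 48 hrs, 37 deg C, anaerobic. ATPLite 1-Step added, 15-30 min RT, luminescence read (ATP-based viability).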
USP2a block: inhibitors of human ubiquitin-specific protease USP2a; O75604; USP2 core, Ub-CHOP2 coupled fluorogenic reporter, 485/531; Potency, µM (titrated, usually from 38.3 µM), for the others: at the highest dose activity change, negative = inhibition, usual class: inhibitors; actives 0.01% (n = 330,000);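 further: potency means the concentration at half of the fitted maximal effect; plate controls were DMSO wells for no effect and full inhibition by NEM control for full effect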
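Deubiquitinase activity read as fluorescence (485/531 nm) after Ub-CHOP2 cleavage activates the enterokinase reporter on its substrate; USP2 core 10nM, Ub-CHOP2 and substrate 25nM each, 30min compound preincubation then 60min RT; data normalized to NEM, curves fitted.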
FBPA coupling cs: coupling enzyme interference in Giardia aldolase counter-screen; coupling enzyme system counterscreen, AmpLite Red fluorescence; activity change, negative = inhibition, % at 58.2 µM, hits read low; actives 0.67% (n = 290,000); in the data active means activity change below about -30%
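Fluorescence at 525 nm excitation and 598 nm emission measured inhibition of the coupled detection system without aldolase. Compounds (at 57.5 uM final) were preincubated 10 min at room temperature with coupling enzyme reagent before a 20 min substrate/AmpLite Red step.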
uPA generation: inhibitors of cell surface uPA generation; cell surface uPA generation assay, qHTS; AID 540303; Potency, µM (series often up to 38.3 µM), inactives show at the top dose activity change, negative = inhibition, most hits filed as inhibitors; actives 0.31% (n = 330,000); active means well fitted inhibition curve with a large enough effect; inconclusive means small, poorly fitted or top-dose-only effect; inactive means no such curve, though single readings can be large or run the other way; tested in mouse RAW 264.7 cells; further: potency means the concentration at half of the fitted maximal effect; nearly all actives have a fitted effect of over 55% in size
KCNH2 3.1 inh: blocks the human KCNH2 3.1 channel isoform; U2OS KCNH2 3.1, thallium flux FluxOr; hits give low values; actives 0.95% (n = 340,000); activity change, % (tested at about 1.8 µM);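 active means maximum activity change below -70%; inconclusive means maximum activity change from -70% to -50%; inactive means maximum activity change above -50%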;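 further: thallium influx rate constant from kinetic fluorescence after stimulation buffer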
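Thallium flux read-out: FluxOr dye with Red40 quencher in HBSS/HEPES, 45 min at RT. Rate constants from kinetic reads were normalized to positive and negative DMSO controls. Cells: U2OS virally expressing the 3.1 isoform.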
B2AR arrestin: recruits beta-arrestin to the human beta2-adrenergic receptor | P07550 | beta-arrestin recruitment to beta2AR, cell-based reporter | Potency, µM (doses to about 46.1 µM), without a hit: at the highest dose activation, hits mostly activators | actives 0.02% (n = 330,000) | AID 492947;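 further: potency means the concentration at half of the fitted maximal effect; 0% = DMSO controls and full agonism = EC100 isoproterenol or metaproterenol; nearly all actives have a fitted effect of over 65% in size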
Chronic BCR inh: chronic active BCR signaling inhibition; ABC-DLBCL IkBa-CBG/CBR reporter, luminescence ratio, 4 h; Potency, µM (titrated, usually from 46.1 µM), without a hit: at the top dose ratio change, negative = lower green/red ratio, actives largely listed as inhibitors; actives 0.05% (n = 340,000); AID 493014; active means well fitted inhibition curve with a large enough effect in the signal ratio, with a control signal flat, not every such curve was filed as active; inconclusive means small, poorly fitted or top-dose-only effect, or effect the other way, or a change in a side signal; the % refers to the signal ratio;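 further: potency means the concentration at half of the fitted maximal effect; plate controls were basal doxycycline-induced cells for no effect and cells given 10 µM MG132 for full effect; MG132 reads +100%, hits lower the ratio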
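TMD8 human ABC-DLBCL cells with doxycycline-inducible IκBα–green luciferase fusion and unfused red luciferase, in 0.5% FBS medium; compounds up to 46 uM, 4 h at 37C. Green/red luminescence ratio, filter-overlap corrected, fitted to concentration-response curves.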
KCNH2 WT inh: KCNH2 (human, wildtype) channel inhibition; activity change, % at 1.84 µM; U2OS, BacMam KCNH2, thallium flux FluxOr; hits give low values; Q12809; actives 0.37% (n = 340,000); AID 720551;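 active means maximum activity change below -70%; inconclusive means maximum activity change between -70% and -50%; inactive means maximum activity change above -50%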
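U2OS cells were transduced with wild-type KCNH2 virus (2.03 x 10^8 / mL) for 4 h at room temperature, then cultured overnight at 37 C. Thallium flux was read with FluxOr dye. Rate constants were normalized to DMSO controls.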
PKM2 activator: PKM2 (human) enzyme activation. P14618. AID 1631. Potency, µM (titrated, usually from 57.5 µM), without a hit: at the top dose activation, most hits filed as activators. purified PKM2, Kinase-Glo ATP luminescence, activation; response scale: 0% is enzyme alone, no compound. actives 0.34% (n = 260,000); further: potency means the concentration at half of the fitted maximal effect; nearly all actives have a fitted effect of over 55% in size
Target sequence (P14618 whole entry, looked up): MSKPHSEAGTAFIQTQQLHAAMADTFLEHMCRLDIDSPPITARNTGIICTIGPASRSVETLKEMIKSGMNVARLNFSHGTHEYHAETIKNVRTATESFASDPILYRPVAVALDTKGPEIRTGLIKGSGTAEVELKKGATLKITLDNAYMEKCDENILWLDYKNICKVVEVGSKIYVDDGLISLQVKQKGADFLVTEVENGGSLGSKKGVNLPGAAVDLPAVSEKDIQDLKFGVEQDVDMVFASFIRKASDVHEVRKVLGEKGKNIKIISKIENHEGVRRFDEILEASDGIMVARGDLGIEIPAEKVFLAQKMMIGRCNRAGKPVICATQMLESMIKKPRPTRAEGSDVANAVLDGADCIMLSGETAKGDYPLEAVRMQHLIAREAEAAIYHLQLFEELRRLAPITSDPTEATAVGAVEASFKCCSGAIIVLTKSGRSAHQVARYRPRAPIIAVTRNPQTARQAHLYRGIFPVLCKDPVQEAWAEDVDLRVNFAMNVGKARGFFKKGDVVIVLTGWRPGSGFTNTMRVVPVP
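Purified hPK-M2 (>95% pure) converted ADP (0.1 mM final) to ATP with 0.5 mM PEP in 50 mM imidazole pH7.2, KCl, MgCl2, Tween 20, BSA; 1 h at room temperature. ATP detected by Kinase-Glo luminescence.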
Eya2 phos inh: blocks the phosphatase activity of human Eya2; AID 488837; recombinant Eya2, OMFP fluorescence dephosphorylation (OMFP is methylfluorescein phosphate); actives 0.006% (n = 330,000); Potency, µM (top dose mostly 76.9 µM), without a hit: at the highest dose activity, negative = inhibition, actives largely listed as inhibitors; O00167; further: potency means the concentration at half of the fitted maximal effect
Target sequence (O00167 whole entry, looked up): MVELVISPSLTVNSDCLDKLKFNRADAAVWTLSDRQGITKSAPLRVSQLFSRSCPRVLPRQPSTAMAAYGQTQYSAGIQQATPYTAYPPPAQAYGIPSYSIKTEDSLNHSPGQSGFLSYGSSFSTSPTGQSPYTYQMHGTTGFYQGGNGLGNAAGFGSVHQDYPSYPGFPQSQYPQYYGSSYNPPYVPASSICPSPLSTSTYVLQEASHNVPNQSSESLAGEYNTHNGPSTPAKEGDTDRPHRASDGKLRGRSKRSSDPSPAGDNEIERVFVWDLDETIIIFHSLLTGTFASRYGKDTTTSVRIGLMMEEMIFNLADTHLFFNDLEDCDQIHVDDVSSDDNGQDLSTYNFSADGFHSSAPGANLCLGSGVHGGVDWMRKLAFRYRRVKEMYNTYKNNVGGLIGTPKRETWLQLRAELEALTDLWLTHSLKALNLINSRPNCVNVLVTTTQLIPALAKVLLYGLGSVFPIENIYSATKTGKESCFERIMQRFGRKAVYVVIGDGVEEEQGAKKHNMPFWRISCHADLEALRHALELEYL
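Eya2 (0.2 uM) preincubated 10 min at ambient with compound, then OMFP substrate added at 50 uM; 10 min reaction in 50 mM HEPES pH 7.5, 50 mM NaCl, 5 uM MgCl2, 0.05% BSA, 1 mM DTT. Fluorescence read at Ex 485/Em 525 nm.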
GALK inh: inhibitors of human galactokinase | P51570 | Purified GALK, Kinase-Glo residual ATP luminescence | Potency, µM (titrated, usually from 57.5 µM), for the others: at the highest dose activity change, negative = inhibition, most hits filed as inhibitors | actives 0.007% (n = 270,000) | AID 1868; further: potency means the concentration at half of the fitted maximal effect
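Galactose (100 uM) and ATP (35 uM) were turned over by 5 nM GALK for 1 h at RT. Kinase-Glo Plus then converted the remaining ATP into a luminescent signal.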
Numbers without * were called inactive; ? = inconclusive; nt = not tested or not shown; & = joins results of further samples; [ ] = remark or other dose. Unless noted, the call rests on the fitted dose curve; in most records, active means well fitted curve in the direction sought with a large enough effect; inconclusive means small, poorly fitted or top-dose-only effect, or another doubt; inactive means no such curve, though single readings can be large; an effect the other way counts as inactive or inconclusive. Unless noted, on the % scale 0 is the no-effect control and ±100 the full control effect. This is a subset; rates above refer to the full screens.

The line under a structure holds: Giardia kill	USP2a block	FBPA coupling cs	uPA generation	KCNH2 3.1 inh	B2AR arrestin	Chronic BCR inh	KCNH2 WT inh	PKM2 activator	Eya2 phos inh	GALK inh
> CSCCC(NC(=O)CCC(=O)OC1CC[C@H]2[C@@H]3CC[C@H]4CC(=O)CC[C@]4(C)[C@H]3CC[C@]12C)C(=O)O (some centres undefined)
 : -17.5	-3.3%	2.8	-6.1%	2.1	-0.3%	?	2.5	nt	-7.6%	-5.0%
> NC(N)=Nc1ccc2[nH]c3c(c2c1)C[C@@]1(O)[C@H]2Cc4ccc(O)c5c4[C@@]1(CCN2CC1CC1)C3O5 (some centres undefined)
 : -14.8	1.7%	nt	-6.3%	1.9	2.0%	2.1%	4.5	nt	-18.1%	nt
> O=c1c2ccccc2nc(/C=C/c2ccco2)n1-c1ccccc1O
 : -24.1	-1.8%	-4.5	?	-0.4	4.4%	?	-3.6	3.98µM*	?	9.2%
> CC1CCN(CC(=O)c2ccc3c(c2)OCCO3)CC1
 : -2.7	0.3%	0.4	2.6%	6.7	0.1%	?	-6.6	-4.0%	15.1%	-2.3%
> CCOC(=O)c1sc2nc(-c3ccco3)c3c(c2c1N)CC(C)(C)OC3
 : -22.6	-12.7%	-3.3	-0.1%	-2.4	-0.2%	?	-4.9	?	3.3%	0.7%
> Cc1ccc(S(=O)(=O)CC(C)(O)C(=O)Nc2cccc(C(F)(F)F)c2)cc1 (centres undefined)
 : -6.0	-0.3%	-5.6	nt	-13.1	-0.4%	-10.6%	-8.0	1.1%	12.1%	-0.7%
> CN1C(=O)C(c2ccc([N+](=O)[O-])cc2[N+](=O)[O-])C(=O)N(C)C1=O
 : 21.9	0.4%	1.5	17.8%	-12.8	-1.1%	7.6%	0.6	nt	-2.9%	0.0%
> CC1C(OC(=O)CCC(=O)NC(C)(C)CO)O[C@H]2OC3(C)CC[C@H]4[C@H](C)CCC1C24OO3 (some centres undefined)
 : 24.1	2.1%	2.8	-10.6%	-2.3	0.2%	?	9.8	nt	8.9%	11.9%
> CCCCNC(=S)N1CCn2cccc2C1c1cccnc1 (centres undefined)
 : -3.3	-0.9%	0.3	0.4%	2.6	0.2%	0.3%	-4.6	-7.6%	14.3%	1.3%
> Cn1c(O)c(C=NCCN2CCN(C(=O)c3ccccc3)CC2)c(=O)n(C)c1=O
 : -7.1	0.7%	-1.0	-2.3%	11.0	-1.1%	-0.2%	6.1	-8.5%	9.4%	-4.5%
> COc1ccc(CNCCc2cccc(F)c2)c2ccccc12
 : nt	-0.3%	1.3	nt	nt	0.1%	-13.7%	nt	-1.9%	-4.2%	0.0%
> O=C(O)C1=CC2c3ccccc3C1c1ccccc12
 : -25.2	0.7%	5.1	-1.8%	14.9	0.0%	0.7%	-0.5	1.7%	8.5%	0.0%
> CC(C)CCn1c(N)c(C(=O)OCC2CCCO2)c2nc3ccccc3nc21 (centres undefined)
 : -26.0	1.4%	-7.6	5.8%	0.6	-0.2%	?	-0.6	-2.4%	-15.5%	-0.7%
> CCN(CC)C(=O)c1ccc(NC(=O)c2sccc2-c2ccccc2)cc1
 : 10.6	-3.2%	4.2	3.5%	2.2	-0.9%	0.7%	18.5	1.9%	-17.7%	-1.5%
> CNCCc1c(C)n[nH]c1C
 : -17.6	0.2%	2.5	6.3%	9.1	-0.2%	4.8%	2.2	-2.0%	5.3%	1.3%
> Cc1ccc(S(=O)(=O)N2CCCCC2)cc1NC(=O)CN1CC=C(c2ccccc2)CC1
 : 3.4	0.1%	-2.2	-5.7%	-5.2	0.1%	0.8%	4.0	1.6%	-5.1%	0.6%
> FC(F)(F)c1ccccc1N1CC1c1ccncc1 (centres undefined)
 : -1.0	-1.3%	0.6	-7.7%	4.4	0.2%	0.7%	-7.9	nt	-4.9%	-2.1%
> CSCCC(N=Cc1c(O)n(-c2ccc(F)cc2)c(=O)[nH]c1=O)C(=O)OC(C)(C)C (centres undefined)
 : 11.5	-5.7%	-0.4	4.6%	1.2	-0.2%	-7.1%	-7.9	-0.7%	-0.8%	-0.2%
> CCOC(=O)C(O)(c1cn(C)c2ccccc12)C(F)(F)F (centres undefined)
 : 32.2[activator]	-7.4%	-0.4	-0.9%	-18.6	0.1%	-4.3%	-5.1	-0.6%	1.2%	0.6%
> O=c1c2ccccc2nc(Cc2cccc([N+](=O)[O-])c2)n1-c1ccc(O)cc1
 : -11.8	2.4%	0.3	3.2%	23.0	0.0%	-6.2%	16.3	3.6%	-0.4%	-0.9%
> COc1ccc(C(C)=O)cc1Cc1c(O)[nH]c(=S)[nH]c1=O
 : -13.3	-1.1%	1.9	13.0%	9.0	0.0%	1.8%	-14.1	nt	-2.2%	-1.1%
> CC(C)(C)[C@]1(O)C[C@@H]2OC(=O)C[C@@]23C(=O)O[C@@H]2OC(=O)[C@H](O)[C@]213
 : -20.4	-0.7%	-0.3&2.5&-0.2	-17.9%	-29.8	-0.1%	-2.4%	5.8	2.4%	-0.8%	nt
> O=C(Cn1c[n+](CC(=O)c2ccc([N+](=O)[O-])cc2)cn1)c1ccc([N+](=O)[O-])cc1
 : -1.8&2.5	2.3%&-2.4%	0.4&-1.3	-2.2%&-29.4%	14.5&-18.7	-0.2%&-0.4%	?	18.8&-10.2	0.1%&-8.6%	-0.4%&-10.5%	2.5%&0.2%
> COc1cc2c3cc1Oc1c(OC)c(OC)cc4c1[C@H](Cc1ccc(cc1)Oc1cc(ccc1O)C[C@H]3N(C)CC2)N(C)CC4
 : 13.4	0.4%	nt	-20.2%	-15.1	-1.9%	-5.1%	10.1	nt	-1.9%	nt
> COc1ccc(N2C(=O)NC(=O)/C(=C\c3cn(C)c4ccccc34)C2=O)cc1
 : 0.6	?	-0.4	12.8%	13.7	0.2%	?	3.1	nt	?	2.7%
> CCc1ccc(CNCCc2c[nH]c3ccccc23)cc1
 : -9.9	0.0%	0.2	18.7%	18.4	0.5%	?	21.4	7.8%	7.6%	-7.5%
> C=CCn1c(=O)c(C=Nc2cccc([N+](=O)[O-])c2)c(O)n(CCCC)c1=O
 : 0.5	7.1%	-3.9	-1.0%	5.3	-0.4%	19.0%	-23.6	3.4%	-4.0%	nt
> O=[N+]([O-])c1ccc(N2CCNCC2)c(Cl)c1
 : -4.4	-0.4%	-2.5	3.9%	-21.3	0.0%	0.4%	-32.4	-1.2%	1.8%	-0.4%
> CN1CCN(S(=O)(=O)c2cnc(Cl)c(Br)c2)CC1
 : 7.4	0.2%	2.6	-2.2%	11.7	0.1%	6.2%	-0.7	-0.5%	-20.4%	-0.1%
> O=c1[nH]c(=O)n(Cc2ccccc2)c(O)c1C=NCCN1CCOCC1
 : 8.2	-0.7%	1.7	-6.8%	-2.5	-2.5%	7.8%	11.4	4.9%	-9.9%	-2.3%

Full records as entered above. Order of screens: Giardia kill, USP2a block, FBPA coupling cs, uPA generation, KCNH2 3.1 inh, B2AR arrestin, Chronic BCR inh, KCNH2 WT inh, PKM2 activator, Eya2 phos inh, GALK inh
Profile of CC1CCN(CC(=O)c2ccc3c(c2)OCCO3)CC1 = -2.7, 0.3%, 0.4, 2.6%, 6.7, 0.1%, ?, -6.6, -4.0%, 15.1%, -2.3%
Profile of Cc1ccc(S(=O)(=O)N2CCCCC2)cc1NC(=O)CN1CC=C(c2ccccc2)CC1 = 3.4, 0.1%, -2.2, -5.7%, -5.2, 0.1%, 0.8%, 4.0, 1.6%, -5.1%, 0.6%

Next part.
The line under a structure holds: Giardia kill	USP2a block	FBPA coupling cs	uPA generation	KCNH2 3.1 inh	B2AR arrestin	Chronic BCR inh	KCNH2 WT inh	PKM2 activator	Eya2 phos inh	GALK inh
> CCOc1cc(CNCCc2c[nH]c3ccccc23)cc(Cl)c1OCC
 : 0.3	0.7%	0.6	0.4%	-12.6	-0.2%	?	11.7	-3.7%	-7.1%	-2.6%
> Clc1cccc(C2NCCc3[nH]cnc32)c1 (centres undefined)
 : -10.1	0.7%	5.6	1.1%	-12.0	3.0%	-12.0%	6.9	-0.8%	0.4%	-1.4%
> CC(C)CCOP(N)(=O)Oc1ccccc1Cl (centres undefined)
 : -14.7	-4.3%	0.9	-21.7%	-4.0	-0.8%	-3.4%	7.3	1.5%	-7.8%	nt
> CNC(=S)N1CCN(CCN=Cc2c(O)n(-c3ccc(C)cc3)c(=S)[nH]c2=O)CC1
 : -10.2	9.7%	0.4	7.6%	-13.3	0.0%	6.0%	-5.6	nt	12.4%	-5.7%
> O=C(Cn1c(=O)oc2ccccc21)NCCc1ccccc1
 : 3.0	2.0%	-0.7	1.9%	2.7	-0.7%	?	-21.4	nt	-0.7%	-0.7%
> Cc1cc(OCCN2CC2)c2ccccc2n1
 : nt	8.4%	4.4	nt	nt	0.2%	-5.2%	nt	-1.9%	8.4%	1.7%
